# TIM10 inh: growth inhibitors of TIM10 yeast strain | S. cerevisiae TIM10 strain growth, BacTiter-Glo luminescence, 24 h | inhibition, % at 10 µM | 1.4% of 330,000 active;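 active = inhibition of 40% or more at the single tested concentration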;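 note: wild-type TIM10 isogenic control strain grown at permissive 25 °C; 0% = DMSO yeast wells and 100% = minimal medium wells without yeast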
# tim23-1 inh: inhibits growth of tim23-1 mutant yeast | inhibition, % at 20 µM | 1.3% of 330,000 active | AID 463212 | S. cerevisiae tim23-1 growth, BacTiter-Glo luminescence, 24 h;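 active = growth inhibition of the mutant yeast at or above 50%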;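 note: temperature-sensitive mutant grown at 25 °C; plate controls were DMSO-treated mutant yeast for no effect and medium wells lacking yeast for full effect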
# Mdm2 MdmX PPI: human Mdm2/MdmX binding inhibition; 3% of 330,000 active; O15151+Q00987; SaOS-2 split-luciferase Mdm2/MdmX complementation, luminescence; inhibition, % at 8 µM;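 active = inhibition of at least 50% at 8 µM in the primary screen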
# UPR XBP1 act: adaptive UPR (XBP1) activation | CHO-XBP1 luciferase reporter, IRE1-XBP1 UPR activation, luminescence; percent of tunicamycin response, DMSO as zero | activation, % at 20 µM | 0.33% of 330,000 active | AID 463104;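 active = versus positive control, 20 µM dose yields 30% or more activation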;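 note: 100% = tunicamycin at 10 µg/mL and 0% = DMSO only wells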
#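 Material: IRE1-XBP1 luciferase reporter CHO line / Quantity: one thousand reporter cells per well / Buffer or medium: F12 with 10% serum / Compound: 20 µM single concentration, DMSO 1% / Times: 6 h treatment, 37 °C / Detection: Steady-Glo luciferase glow luminescence, 10 min after reagent addition / Benchmarks: tunicamycin high, DMSO low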
# tim10-1 inh: growth inhibitors of tim10-1 mutant yeast; 2.2% of 330,000 active; S. cerevisiae tim10-1 ts strain growth, BacTiter-Glo, 24 h; inhibition, % at 20 µM; AID 463190;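 active = inhibition of at least 40%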;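 note: mutant grown at 25 °C; 0% = DMSO wells with yeast and 100% = wells holding no yeast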
# APJ antagonist: APJ receptor antagonism | 0.32% of 330,000 active | AID 2521 | inhibition, % at 20 µM | CHO-K1 APJ beta-arrestin complementation, luminescence;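 active = inhibition above about 40% at 20 µM, limit read from the data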;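 note: cells challenged with 10 nM apelin-13 agonist together with compound; plate controls were apelin-13 plus DMSO wells for no effect and DMSO wells lacking apelin-13 for full effect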
# Target sequence (P35414 whole entry, looked up): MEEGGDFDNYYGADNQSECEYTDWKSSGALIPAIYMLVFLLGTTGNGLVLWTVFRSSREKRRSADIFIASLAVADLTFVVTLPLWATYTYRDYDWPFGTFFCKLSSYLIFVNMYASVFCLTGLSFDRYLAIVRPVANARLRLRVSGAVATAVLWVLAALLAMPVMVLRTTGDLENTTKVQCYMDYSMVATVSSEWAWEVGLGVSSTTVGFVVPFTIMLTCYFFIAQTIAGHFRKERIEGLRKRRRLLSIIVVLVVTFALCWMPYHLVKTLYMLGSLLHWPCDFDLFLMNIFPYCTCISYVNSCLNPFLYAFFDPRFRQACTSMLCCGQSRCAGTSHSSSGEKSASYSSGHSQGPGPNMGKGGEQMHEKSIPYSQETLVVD
# CHOP UPR activ: apoptotic UPR (CHOP) activation | CHO-CHOP luciferase reporter, luminescence; percent of tunicamycin response over DMSO baseline | activation, % at 10 µM | 0.34% of 330,000 active;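 active = at 10 µM dose, activation of 40% or more, normalized to positive control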;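 note: 100% = tunicamycin at 10 µg/mL and 0% = DMSO alone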
#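 Test system: CHO CHOP reporter cells. Input: 500 CHO-CHOP cells per well. Medium: F12 with 10% FBS. Technique: luciferase luminescence. Measure: percent activation relative to tunicamycin control. Dosing: 10 µM compound, 0.5% DMSO. Timing: 16-18 h cell attachment, then 6 h compound exposure, 37 °C.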
# CXCR6 inh: inhibitors of human CXCR6 receptor | CHO-K1 PathHunter CXCR6 beta-arrestin, luminescence | inhibition, % at 20 µM | 0.36% of 360,000 active; in the data active = inhibition above about 34%, passing the limit was not always enough;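 note: antagonist mode with CXCL16 agonist at 10 nM final; 0% = 10 nM CXCL16 with DMSO and 100% = unstimulated wells without agonist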
# Target sequence (O00574 whole entry, looked up): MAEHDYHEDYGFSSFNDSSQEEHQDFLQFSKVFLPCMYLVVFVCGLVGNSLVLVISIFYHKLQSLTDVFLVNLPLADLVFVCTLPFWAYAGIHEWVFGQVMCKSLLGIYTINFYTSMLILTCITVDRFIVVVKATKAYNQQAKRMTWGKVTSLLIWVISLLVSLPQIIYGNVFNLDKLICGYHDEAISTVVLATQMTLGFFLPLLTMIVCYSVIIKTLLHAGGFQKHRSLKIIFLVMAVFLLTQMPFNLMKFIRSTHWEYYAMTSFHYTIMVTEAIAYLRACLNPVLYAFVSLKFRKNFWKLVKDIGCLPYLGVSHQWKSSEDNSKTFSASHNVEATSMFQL
# APJ agonist: activates the human apelin receptor APJ; P35414; CHO-K1 APJ PathHunter beta-arrestin, luminescence; 0% DMSO wells, 100% apelin; activation, % at 20 µM; AID 2520; 0.11% of 330,000 active;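 active = activation more than six SD over the plate average, tested at 20 µM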;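 note: 0% = DMSO alone and 100% = apelin-13 at 10 nM; some results filed as inactive read as strong as hits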
#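 Test system – PathHunter CHO-K1 APJ (AGTRL-1) beta-arrestin reporter cells · Input – 1000 cells/well · Compound – single test compound dose, 20 µM final, 1% DMSO · Times – compound stimulation 90 min at 25 °C, detection 60 min · Technique – beta-gal luminescence · Read-out basis – APJ–arrestin association signal · Control set – negative DMSO alone, positive Apelin-13 at 10 nM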
# Numbers without * were called inactive.
compound	TIM10 inh	tim23-1 inh	Mdm2 MdmX PPI	UPR XBP1 act	tim10-1 inh	APJ antagonist	CHOP UPR activ	CXCR6 inh	APJ agonist
Cc1ccc(S(=O)(=O)N2CCOCC2)cc1NC(=O)COC(=O)c1ccc(OCc2c(C)noc2C)cc1	-2	16	1	-4	4	-12	-1.6	1	-1
O=C(NCCCCCc1nc2ccccc2[nH]1)c1ccccc1Cl	-13	9	9	-4	-12	-26	0.2	1	-3
Cc1ccc(-n2nc3c(=O)n(CCCC(=O)NCCc4ccccc4)nc(C)c3c2C)cc1	9	13	18	-1	24	3	1.8	6	1
CC(Oc1ccc(Cl)cc1Cl)C(=O)N(C)c1ccccc1 (stereo not drawn)	7	26	-11	-1	32	2	0.2	7	-5
O=C(c1ccco1)N1CCN(CC2CC3C=CC2C3)CC1 (stereo not drawn)	7	4	-6	6	-10	6	2.3	1	1
Cc1nc(C)c(C(=O)OCC(=O)N2CCN(c3ccccc3)CC2)s1	8	2	14	0	1	20	1.4	1	-1
Cc1ccc(O)c(Cn2nnc3ccccc32)c1	-9	22	20	0	3	18	1.0	8	-11
OCC1(CCOc2ccccc2)CCN(Cc2cn[nH]c2-c2ccc(F)cc2)CC1	8	13	12	-2	1	5	0.7	-1	-4
COc1cccc(N2CCN(C(=O)NC3CCCCC3)CC2)c1	1	6	5	-1	18	1	-1.0	-2	1
O=C(O)COc1ccccc1/C=N/NC(=O)c1ccc(F)cc1	11	4	0	-2	9	19	1.7	8	1
COc1ccc(NC(=O)CN(C)C(=O)c2cn(-c3ccccc3)nc2-c2cccnc2)cc1	-5	3	14	-4	-10	-87	-1.3	-6	7
CC(C)n1nc(C(=O)NCCCN2CCCC2=O)c2ccccc2c1=O	9	19	17	-4	11	0	0.7	1	4
O=C(O)C(O)(c1ccccc1)C(O)c1ccccc1 (stereo not drawn)	-2	-4	-14	1	-13	-11	1.2	3	3
CC1CCN(CCNC(=O)CCS(=O)(=O)c2ccc(Br)cc2)CC1	-4	9	-31	-1	-10	17	-2.8	-9	3
CCNC(=O)CC1C(=O)N(c2ccc(F)cc2)C(=O)N1CCc1sccc1C (stereo not drawn)	7	9	20	2	8	-2	-1.2	-1	-3
CCc1ccc(-c2csc(NC(=O)C3CCCO3)c2C(=O)OC(C)C)cc1 (stereo not drawn)	12	16	-2	-1	30	-3	0.4	-7	-1
CN(C)/N=C/C=C1\CC/C(=C\c2ccc(Br)cc2)C1=O	38	6	-23	0	25	20	1.7	6	-11
O=c1[nH]c2cc3c(cc2cc1CN(CCO)S(=O)(=O)c1ccccc1Cl)OCCO3	17	15	-10	-2	19	9	1.1	-6	0
Cc1ccccc1CSc1nncn1N	2	9	1	-1	9	7	-1.7	-1	0
O=C(c1ccccc1)N1CCCCCC1	15	8	-16	-2	9	-3	-1.7	0	0

# Overlap with the part before: 2 entries, then new ones.
compound	TIM10 inh	tim23-1 inh	Mdm2 MdmX PPI	UPR XBP1 act	tim10-1 inh	APJ antagonist	CHOP UPR activ	CXCR6 inh	APJ agonist
Cc1ccccc1CSc1nncn1N	2	9	1	-1	9	7	-1.7	-1	0
O=C(c1ccccc1)N1CCCCCC1	15	8	-16	-2	9	-3	-1.7	0	0
CC(=O)NC(=S)Nc1ccc(NC(=O)COc2ccc(Cl)cc2Cl)cc1	21	32	-17	2	31	-2	-1.3	-8	-1
O=C(CN(Cc1ccco1)C(=O)c1cccc(Cl)c1)Nc1c(Cl)cc(Cl)cc1Cl	7	24	15	-2	31	0	-0.3	14	-4
CC(=O)NC12CC3CC(C1)CC(C(=O)N(C)CC(=O)Nc1ccc(F)c(F)c1F)(C3)C2	8	6	-2	2	1	27	-2.9	-1	-3
COC(=O)CSc1nnc(-c2ccc(S(=O)(=O)NCc3cccs3)cc2)o1	26	34	23	1	30	-9	-1.8	-11	-1
CCC(C)NS(=O)(=O)c1ccc(S(=O)(=O)Nc2cc3c(cc2C(C)=O)OCO3)cc1 (stereo not drawn)	15	8	19	-6	12	2	0.5	-13	0
NS(=O)(=O)c1cccc(NC(=O)COC(=O)CCN2C(=O)c3ccccc3C2=O)c1	3	-6	3	-3	-12	9	-1.3	-2	-2
Cc1cccn2c(=O)c3cc(C(=O)NC(C)c4ccccc4)c(=N)n(CCCn4ccnc4)c3nc12 (stereo not drawn)	-31	-20	27	-4	-14	-5	-1.4	6	-4
O=C(c1ccc(F)cc1)c1cnc(Nc2ccccc2)s1	-3	-11	-82	6	-3	2	16	2	3
CCC(=O)N1c2ccc(S(=O)(=O)N3CCN(c4ccccc4Cl)CC3)cc2CC1C (stereo not drawn)	36	39	22	-5	9	6	0.0	-5	-1
Cc1nnc(NC(=O)c2ccccc2NC(=O)c2ccccc2)s1	5	-4	26	1	-3	-11	0.2	0	-1
Cc1nnc(SCC(=O)NCCOc2ccc(Cl)cc2)n1-c1ccccc1	-3	4	1	2	18	-6	-2.4	-4	-5
Nc1c(C(=O)NC2CCCCC2)nsc1C(=O)OCC(=O)NC1CCCCC1	-7	3	10	-3	24	5	0.7	-2	-4
COc1ccccc1CNC(=O)CN1C(=O)c2cccc(N)c2C1=O	-9	6	2	0	8	8	9.6	2	-4
COCCCNC(=O)CS(=O)(=O)Cc1nc(-c2ccccc2C)oc1C	0	11	-13	-2	12	6	3.1	-1	-2
CC(=O)C1=C(C)NC(SCC(N)=O)=C(C#N)C1c1ccco1 (stereo not drawn)	11	1	8	1	12	-17	-1.5	-4	1
Cc1c(O)ccc2c(CN3CCN(C/C=C/c4ccccc4)CC3)cc(=O)oc12	5	11	27	0	-12	7	1.2	3	-5
CC(C)(C)C(=O)NC1(C(F)(F)F)NC(=O)N(c2ccc(F)cc2)C1=O (stereo not drawn)	6	5	-3	-2	9	-14	2.4	3	-3
Cc1cc(C)cc(NC(=O)Cn2nnc(C(=O)NCc3cccs3)c2N)c1	-19	-20	34	-3	-10	5	-2.5	-3	2
O=C(Nc1ccc(S(=O)(=O)N2CCOCC2)cc1)c1ccc2ncsc2c1	8	16	11	-2	18	-1	2.8	7	-6
COc1ccc(C(C)=O)cc1COC(=O)c1ccc2c(c1)OCCO2	11	4	26	-2	6	-1	-1.0	-2	-3

# Other entries:
compound	TIM10 inh	tim23-1 inh	Mdm2 MdmX PPI	UPR XBP1 act	tim10-1 inh	APJ antagonist	CHOP UPR activ	CXCR6 inh	APJ agonist
C=CCN1C(=O)C(CC(=O)NCC)SC1=Nc1ccccc1CC (stereo not drawn)	7	19	9	-4	14	9	1.6	6	-4
Cc1onc(-c2c(F)cccc2Cl)c1C(=O)Nc1nnc(C2CC2)s1	2	20	14	-1	14	-7	-0.4	0	-3
O=c1[nH]c2ccc(S(=O)(=O)Nc3ccc(Cl)cc3)cc2[nH]1	8	-1	17	-5	-14	3	2.7	-2	-2
O=C(/C=C/c1ccc(S(=O)(=O)N2CCOCC2)cc1)NC(CO)C(O)c1ccc([N+](=O)[O-])cc1 (stereo not drawn)	-7	-2	16	1	7	-3	-0.2	7	-1
CC(=O)N1CCN(c2ccc(S(=O)(=O)N3CCCCC3)cn2)CC1	4	9	25	1	10	8	1.6	-2	-1
Cc1cc(=O)oc2cc(OC(=O)CCCCCN3C(=O)c4ccccc4C3=O)ccc12	26	40	-1	-2	49*	10	-0.3	0	-4
CN1CCN(CCCNC(=O)Cn2nc(-c3ccccc3)ccc2=O)CC1	-18	-2	9	0	-24	-29	0.3	-5	-1
Cc1ccc(C(=O)N/C(=C/c2cn(-c3ccccc3)nc2-c2ccccc2)C(=O)O)cc1	8	16	10	0	-10	6	0.9	4	-3
O=C(CCN1C(=O)c2ccccc2C1=O)N1CCN(Cc2ccccc2)CC1	-6	12	10	-3	13	11	0.0	4	-6
O=C(NNC(=O)c1ccccc1O)c1ccc(NS(=O)(=O)c2ccc(F)cc2)cc1	9	6	-7	-2	22	-53	0.0	0	7
c1ccc(-c2csc(NC3=NCCCCC3)n2)cc1	14	11	-21	6	33	-2	3.3	-1	-4
O=C(COC(=O)c1ccc2ccccc2n1)Nc1ccccc1Br	-9	19	7	-4	-2	1	0.4	5	-4
O=C(O)CC1c2ccccc2CCN1S(=O)(=O)c1ccccc1 (stereo not drawn)	9	9	-26	-2	10	6	-0.4	4	-5
O=C(CSC1=N/C(=C/c2ccco2)C(=O)N1c1ccc(OC(F)F)cc1)NC1CCS(=O)(=O)C1 (stereo not drawn)	4	-1	2	-3	-2	15	0.4	15	-5
CCOc1ccc(S(=O)(=O)N2CCN(C(=O)c3cc4c(s3)CCCC4)CC2)cc1	25	38	48	0	23	-1	3.0	5	2
CCCCN(C1CCS(=O)(=O)C1)S(=O)(=O)c1ccc(C(C)C)cc1 (stereo not drawn)	7	10	5	1	20	16	-1.0	-1	7
COc1ccc(C2(C(=O)Nc3ccc(C(=O)N4CCOCC4)cc3)CCOCC2)cc1	4	3	-4	-2	8	-4	0.5	0	0
CCC(Oc1ccccc1OC)C(=O)Nc1ccc2c(c1)n(C)c(=O)n2C (stereo not drawn)	-9	15	32	-4	4	20	1.5	-2	-1
CCC(C)(C)C1CCC(=NNC(=O)c2ccoc2C)CC1 (stereo not drawn)	-10	20	5	1	18	-1	12	-7	6
CCCCC(=O)Nc1cccc(NC(=O)c2ccc(Br)cc2)c1	-3	-1	9	4	-1	-3	0.6	3	-3

# Next section.
compound	TIM10 inh	tim23-1 inh	Mdm2 MdmX PPI	UPR XBP1 act	tim10-1 inh	APJ antagonist	CHOP UPR activ	CXCR6 inh	APJ agonist
CCSc1nsc(NC(=O)Nc2ccccc2F)n1	-4	26	-49	-3	19	13	8.0	-2	-1
Cc1cc(C)c(CSc2ncc(-c3ccc([N+](=O)[O-])cc3)[nH]2)c(C)c1	39	43	49	-4	45*	12	-0.5	-7	-3
O=C(CN1CCC(O)CC1)N1c2ccccc2C=Cc2ccccc21	3	-2	21	-3	-17	13	-3.3	9	-4
COc1cccc(NC(=O)CN(C)C(=O)c2c(C)nn(Cc3ccc(C)cc3)c2Cl)c1	3	21	-11	0	14	21	-0.7	9	-3
Cc1nn2cc(-c3ccc(N)cc3)nc2s1	-2	-6	-53	-3	-8	2	0.9	3	2
CCCCCCn1nc(C(=O)N(CCCC)c2c(N)n(CCC)c(=O)[nH]c2=O)c2ccccc2c1=O	-2	4	7	-5	8	3	-1.7	4	0
COc1ccc(N2C(=O)c3ccccc3NC23CCC(C)CC3)cc1 (stereo not drawn)	19	12	-102	1	15	5	2.7	-3	-4
Cc1cc(C(=O)OCCN2C(=O)c3ccccc3C2=O)c2ccccc2n1	2	25	22	-1	19	7	-1.2	-1	5
Cc1nnsc1C(=O)Nc1cccc(Cl)c1Cl	4	17	-7	3	17	-3	1.1	-10	-2

# Screens: PubChem BioAssay, Sanford-Burnham Center for Chemical Genomics

# An excerpt; count on the stated rates, not on these rows.
